Source: PubChem (National Center for Advancing Translational Sciences (NCATS))
TCR activator – T cell receptor activation; 330,000 tested, under 10 active; Potency, µM (series often up to 9.22 µM), without a hit: top-dose activation of IL-2 secretion, hits mostly activators; AID 504894; primary human leukocytes, anti-CD3, IL-2 HTRF, 48 h; further: % of control where 0% means no effect
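Activity was scored as IL-2 release from primary human leukocytes given only a TCR signal (a-CD3 beads) plus compound for 48 hr. Detection used a two-antibody HTRF format read at 665nm.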
Eya2 phos inh – blocks the phosphatase activity of human Eya2 | recombinant Eya2, OMFP fluorescence dephosphorylation (OMFP is methylfluorescein phosphate) | O00167 | AID 488837 | 330,000 compounds, 0.006% hits | Potency, µM (series often up to 76.9 µM), for the others: top-dose activity, negative = inhibition, usual class: inhibitors; further: potency means the concentration at half of the fitted maximal effect; on the % scale 0 is the no-effect control and ±100 the full control effect
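Eya2 (0.2 uM) preincubated 10 min at ambient with compound, then OMFP substrate added at 50 uM; 10 min reaction in 50 mM HEPES pH 7.5, 50 mM NaCl, 5 uM MgCl2, 0.05% BSA, 1 mM DTT. Fluorescence read at Ex 485/Em 525 nm.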
a7 integrin act – activates integrin-mediated alleviation for muscular dystrophy; Potency, µM (titrated, usually from 38.3 µM), without a hit: top-dose activation, most hits filed as activators; alpha7betagal myoblasts, beta-gal FDG fluorescence, 48 h; 350,000 compounds, 0.064% hits;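 further: potency means the concentration at half of the fitted maximal effect; 100% = response of the positive control SU9516; nearly all actives have a fitted effect of over 60% in size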
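Alpha7betagal+/- myoblasts (passage 13) were plated 16-24 hr, then exposed to compounds (1:260 dilution of DMSO stock) for 48 hours at 37C. After MPER lysis, β-galactosidase reporter activity was read as FDG fluorescence (ex 480/em 540) after 30 minutes.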
Chronic BCR inh – blocks chronic active B-cell receptor signaling; AID 493014; Potency, µM (doses to about 46.1 µM), for the others: at the highest dose ratio change, negative = lower green/red ratio, actives largely listed as inhibitors; ABC-DLBCL IkBa-CBG/CBR reporter, luminescence ratio, 4 h; 340,000 compounds, 0.05% hits; active means well fitted inhibition curve with a large enough effect in the signal ratio, with a control signal flat, not every such curve was filed as active; inconclusive means small, poorly fitted or top-dose-only effect, or effect the other way, or a change in a side signal; the % refers to the signal ratio;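 further: potency means the concentration at half of the fitted maximal effect; plate controls were basal doxycycline-induced cells for no effect and cells given 10 µM MG132 for full effect; MG132 reads +100%, hits lower the ratio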
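Concentration-response series (up to 46 uM) were applied to TMD8 dual-reporter cells for 4 h at 37C with doxycycline. Green/red ratio, after filter-overlap correction, defined %Activity; red signal alone was normalised to basal cells and zero luminescence.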
AT treatment – potential ataxia-telangiectasia treatment; […] A-T fibroblasts, KAP-1 phosphorylation AlphaLISA; neocarzinostatin DNA damage 30 min before lysis; Potency, µM (top dose mostly 57.5 µM), inactives show top-dose activation, usual class: activators; AID 485349; 320,000 compounds, 0.19% hits; further: potency means the concentration at half of the fitted maximal effect; % of control where 0% means no effect; nearly all actives have a fitted effect of over 45% in size
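ATM-like activity read as KAP-1 phosphorylation via AlphaLISA donor/acceptor antibody pairs after lysis and 6 hr at 25C. Cells were ATM-null patient fibroblasts ([…], hTERT), dosed 60 min, then exposed to the DSB inducer NCS for 30 min.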
Mito fusion yeast – blocks mitochondrial division or promotes mitochondrial fusion; 320,000 compounds, 0.23% hits; Potency, µM (titrated, usually from 46.1 µM), inactives show at the highest dose growth rescue (activation), actives largely listed as activators; AID 485298; S. cerevisiae fusion-defective mutant growth rescue, CellTiterGlo 48 h;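 further: potency means the concentration at half of the fitted maximal effect; % of control where 0% means no effect; nearly all actives have a fitted effect of over 45% in size; temperature-sensitive fusion mutants such as fzo1-1 at 37 °C on non-fermentable ethanol glycerol medium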
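S. cerevisiae fusion-defective temperature-sensitive mutants (e.g. fzo1-1, mgm1-5) grown 48 h at 37C in YPEG (ethanol/glycerol non-fermentable) medium with 23 nl compound per well; growth rescue read as CellTiterGlo luminescence.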
TSHR antag – human thyrotropin receptor antagonism. P16473. 330,000 compounds, 0.2% hits. activity change, negative = inhibition, % at 11.5 µM. TSHR-expressing cells, TSH-stimulated cAMP HTRF, 2 h; hits give low values;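 active means activity change below a set negative limit, meaning inhibition stronger than a set level, cut at about -70% in these data; inconclusive means activity change between two set negative limits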; further: on the % scale 0 is the no-effect control and ±100 the full control effect
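Read-out is FRET at 665 nm (cryptate excitation 337 nm) from a cryptate-tagged anti-cAMP antibody, competed by cell cAMP against cAMP-d2. Compounds are tested on freshly harvested TSHR cells challenged with 4nM TSH (EC80) for 2 hours at 37 deg C.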
ELG1 repair inh – blocks ELG1-dependent DNA repair in HEK293T cells; HEK293T ELG1-luciferase reporter, luminescence, 16 h; DNA damage induced by 5-fluorouridine; 330,000 compounds, 2.3% hits; Potency, µM (doses to about 46.1 µM), without a hit: at the highest dose activity change, negative = inhibition, usual class: inhibitors; further: potency means the concentration at half of the fitted maximal effect; on the % scale 0 is the no-effect control and ±100 the full control effect; nearly all actives have a fitted effect of over 55% in size
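DMSO vehicle served as the neutral condition. Each well held 2,000 cells given 5-fluorouridine plus compound; after 16 hr at 37 °C/5% CO2, ONE-Glo was added and luciferase measured 30 min later.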
ASM inhibitor – blocks human secretory acid sphingomyelinase; P17405; placental ASM, HMU-PC fluorogenic substrate, 60 min; Potency, µM (doses to about 57.5 µM), for inactives: top-dose activity change, negative = inhibition, usual class: inhibitors; 340,000 compounds, 0.006% hits; further: potency means the concentration at half of the fitted maximal effect
Target sequence (P17405 47-631 limits assumed): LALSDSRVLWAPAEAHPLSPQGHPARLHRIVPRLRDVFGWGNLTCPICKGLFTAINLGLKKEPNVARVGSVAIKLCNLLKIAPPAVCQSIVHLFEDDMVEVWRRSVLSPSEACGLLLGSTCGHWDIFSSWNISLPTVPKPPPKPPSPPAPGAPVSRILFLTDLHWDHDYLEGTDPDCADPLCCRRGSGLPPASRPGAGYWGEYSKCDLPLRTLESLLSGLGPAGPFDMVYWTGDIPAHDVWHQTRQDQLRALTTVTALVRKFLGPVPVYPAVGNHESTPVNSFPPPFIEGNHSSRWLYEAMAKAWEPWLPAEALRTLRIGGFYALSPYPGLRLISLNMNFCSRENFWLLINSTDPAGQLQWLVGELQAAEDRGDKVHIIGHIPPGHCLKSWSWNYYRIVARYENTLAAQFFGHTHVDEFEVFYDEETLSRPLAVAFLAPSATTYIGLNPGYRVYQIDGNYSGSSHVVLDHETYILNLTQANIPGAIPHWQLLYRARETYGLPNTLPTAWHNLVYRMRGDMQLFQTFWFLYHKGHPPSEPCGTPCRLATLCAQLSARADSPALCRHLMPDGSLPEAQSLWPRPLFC
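Fluorogenic HMU-PC substrate (9 uM final) is turned over by placental ASM in 60 min at 37 C after a 10 min compound preincubation. Reaction ended by alkaline stop (pH 10), with fluorescence read at 386/447 nm.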
Tb PFK inh – blocks T. brucei phosphofructokinase | O15648 | T. brucei PFK, ADP-Glo luminescence | Potency, µM (highest dose often 57.5 µM), for the others: at the top dose activity, negative = inhibition, hits mostly inhibitors | 330,000 compounds, 0.17% hits;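 further: potency means the concentration at half of the fitted maximal effect; 0% = uninhibited 1x PFK enzyme wells and -100% = no-enzyme wells; nearly all actives have a fitted effect of over 60% in size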
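Activity is normalized to no-enzyme wells (full inhibition) and 1.25 nM enzyme wells (no inhibition). Reaction: 0.5 mM F6P, 0.1 mM ATP, 45 min RT, ADP-Glo luminescence; concentration-response curves fitted and classed by quality.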
PTAP TSG101 blk – blocks PTAP/TSG101 interaction to inhibit HIV-1 budding; Q99816; Potency, µM (series often up to 115 µM), for inactives: top-dose activity change, negative = inhibition, actives largely listed as inhibitors; AID 493005; 340,000 tested, under 10 active; Fluorescence polarization, FITC-PTAP peptide / Tsg101 binding; active means well fitted inhibition curve with a large enough effect in the main read-out, with a control signal flat, not every such curve was filed as active; inconclusive means small, poorly fitted or top-dose-only effect, or effect the other way, or a change in a side signal; inactive means no such curve, though single readings can be large or run the other way; further: potency means the concentration at half of the fitted maximal effect; % of control where 0% means no effect
Target sequence (Q99816 whole entry, looked up): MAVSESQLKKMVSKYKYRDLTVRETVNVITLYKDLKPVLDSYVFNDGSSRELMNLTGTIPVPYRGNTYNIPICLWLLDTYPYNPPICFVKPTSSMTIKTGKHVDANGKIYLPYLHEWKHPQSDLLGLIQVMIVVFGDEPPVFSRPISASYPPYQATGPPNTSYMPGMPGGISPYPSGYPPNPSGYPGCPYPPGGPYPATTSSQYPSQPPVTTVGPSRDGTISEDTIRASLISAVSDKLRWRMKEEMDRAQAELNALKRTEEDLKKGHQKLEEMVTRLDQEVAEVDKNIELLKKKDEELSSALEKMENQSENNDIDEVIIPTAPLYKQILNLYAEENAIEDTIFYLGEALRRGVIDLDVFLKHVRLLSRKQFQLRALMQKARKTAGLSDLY
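Fluorescence polarization binding of Tsg101 binding domain (10 uM final) to FITC-labeled PTAP peptide (50 nM final) in HEPES pH 7.5 buffer with NaCl, Tween 20, EDTA, TCEP. Compounds added before peptide; binding 20 min at RT.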
An asterisk follows results filed as active; i = inactive; ? = inconclusive; nt = no result given; [ ] = remark or other dose. Unless noted, the call rests on the fitted dose curve; in most records, active means well fitted curve in the direction sought with a large enough effect; inconclusive means small, poorly fitted or top-dose-only effect, or another doubt; inactive means no such curve, though single readings can be large; an effect the other way counts as inactive or inconclusive.

SMILES	TCR activator	Eya2 phos inh	a7 integrin act	Chronic BCR inh	AT treatment	Mito fusion yeast	TSHR antag	ELG1 repair inh	ASM inhibitor	Tb PFK inh	PTAP TSG101 blk
Cc1ccc(C)c(NC(=O)CN(C)C(=O)c2sccc2C)c1	-7%	10%	?	6%	5%	-1%	3	10%	3%	21%	-6%
O=[N+]([O-])c1ccc(COc2ccc(-c3[nH]ncc3-c3ccc(Cl)cc3)c(O)c2)cc1	0%[46.1 µM]	-4%	-32%	2%	5%	4%	-29	?	-4%	-5%	6%
CC(Nc1n[nH]c(=O)[nH]c1=O)C(=O)N/N=C/c1ccccc1 (stereo not given)	2%	11%	-34%[inhibitor]	?	0%	-2%	-10	10%	5%	1%	-6%
CCN1C(=O)[C@H]2[C@@H](c3ccc(C)cc3)N3C(=O)N(c4ccc(C)cc4)C(=O)[C@@]3(Cc3ccc(Cl)cc3)[C@H]2C1=O	-1%	-8%	5%	6%	-3%	2%	-5	6%	-2%	2%	0%
COc1ccccc1-c1ccc(SCC(=O)NC2CCCCC2)nn1	3%	18%	7%	-4%	-2%	-2%	6	?	-2%	0%	nt
CCCCNC(=O)N1CCOCCOCCN(C(=O)NCCCC)CCOCCOCC1	-3%	-32%	-6%	?	7%	-4%	4	1%	3%	-10%	-13%
Cc1cccc(C)c1NC(=O)CN1CCN(CCCC(c2ccc(F)cc2)c2ccc(F)cc2)CC1	-2%	-27%	nt	?	2%	-19%	-1	?	0%	2%	0%
O=C1NC(Cc2ccccc2)c2nc3ccc(Cl)cc3c(=O)n2-c2ccccc21 (stereo not given)	nt	-1%	nt	-4%	1%	nt	5	?	nt	-3%	nt
CCN(CC)S(=O)(=O)c1cc(NS(=O)(=O)c2cccs2)ccc1C	-4%	7%	4%	4%	13%	nt	-9	-19%	-1%	-2%	-5%
O=C1CC(c2ccccc2)CC(O)=C1C=NCc1ccccc1 (stereo not given)	11%	0%	44%	0%	8%	1%	-10	-5%	-6%	-1%	-6%
Cc1cc(C)cc(CC2CC(=O)N(c3ccc(Cl)cn3)C2=O)c1 (stereo not given)	-8%	-7%	1%	8%	1%	7%	-6	5%	-1%	-3%	2%
Cc1cc(C)n2nc(C(=O)OCC(=O)c3ccc(F)cc3)nc2n1	-2%	-1%	3%	10%	4%	-1%	2	?	-3%	-4%	-2%
CCn1nc(C(=O)OCc2c(C)noc2C)c2ccccc2c1=O	2%	-6%	26%	-2%	6%	13%	-1	8%	-4%	3%	-2%
COc1ccccc1NC(=O)CN(c1ccc([N+](=O)[O-])cc1)S(=O)(=O)c1ccccc1	-8%[46.1 µM]	-4%	4%	6%	2%	12%	-4	-17%	0%	-3%	0%
C[C@H](NC(=O)[C@H]1N2C(=O)c3ccccc3C2SC1(C)C)C(=O)NCc1ccncc1 (stereo not given in full)	12%	-17%	18%	4%	-3%	-6%	9	25%	4%	8%	-1%
CC(=O)Nc1ccc(S(=O)(=O)/N=C2/NC(=O)/C(=C\c3ccco3)S2)cc1	-3%	9%	18%	-2%	0%	11%	36	-19%	20%	?	-3%
COc1ccc(C2C3=C(CCCC3=O)N(CC(=O)O)C3=C2C(=O)CCC3)cc1	nt	8%	30%	0%	8%	1%	-3	-1%	nt	4%	-6%
O=C(CSc1cn(CC(=O)N2CCCCC2)c2ccccc12)NCC1CCCO1 (stereo not given)	-1%	1%	-42%	2%	-2%	12%	1	-12%	11%	0%	0%
CC(OC(=O)c1ccc(Cl)nc1)C(=O)NC1CCCC1 (stereo not given)	2%	4%	?	9%	9%	-10%	-4	?	3%	2%	-4%
CCN(CC)CCCNC(=O)CCc1ccccc1	-8%	5%	-4%	11%	1%	-3%	7	18%	1%	0%	-2%
Cc1cc(C)c(C#N)c(N2CCN(CCOc3ccc(Cl)cc3)CC2)n1	nt	11%	0%	-6%	8%	12%	2	18µM*	-1%	0%	-12%
CCOC(=O)C1CCN(c2c([N+](=O)[O-])c(C(Cl)Cl)nn2-c2ccccc2)CC1	nt	5%	18%	?	-4%	?	-40	-4%	-8%	-2%	-6%
COc1ccc(OC)c(CN2CCN(C(=O)c3cccs3)CC2)c1	4%	17%	-11%	?	4%	2%	2	-22%	3%	-6%	-10%
COC(=O)c1cc(OC)c(OC)cc1NC(=O)CSc1ccccc1	2%	-3%	0%	18%	2%	-7%	-12	?	-8%	-2%	0%
CN(c1ccccc1)S(=O)(=O)c1cccc(NC(=O)CSc2nnc(C3CC3)n2C)c1	1%	0%	-4%	8%	6%	-1%	-3	1%	0%	4%	0%
O=C(CCc1ccccc1)N1CCN(c2ccccc2F)CC1	-1%	-12%	37%	?	2%	-1%	-10	-4%	5%	-1%	-4%
CCc1ccc(S(=O)(=O)Nc2ccc(-c3ccc4nncn4n3)cc2)s1	-2%	-23%	10%	2%	4%	1%	-10	18%	-5%	-3%	0%
CCOC(=O)Nc1ccc2c(c1)N(C(=O)C(C)N1CCCC1)c1ccccc1CC2 (stereo not given)	1%	0%	-4%	12%	nt	-4%	7	6%	-2%	0%	0%
COc1ccc(S(=O)(=O)N2CCC(NC(=O)C3CCCCC3)CC2)cc1	-7%	-21%	18%	1%	-4%	7%	2	12%	-2%	1%	1%
COc1ccc(-c2nc3cnccn3c2NCc2ccccc2)cc1SC1CCCCC1	8%	-20%	-15%	1%	?	?	6	?	i	-9%	5%
c1cc(CN2CCCCC2)cc(OCCCNc2nc3ccccc3s2)c1	1%	-3%	nt	nt	nt	10%	-15	nt	12%	nt	-6%
CCc1cccc(NC(=O)C2CCCN(S(=O)(=O)c3cccnc3)C2)c1 (stereo not given)	2%	-4%	-5%	6%	7%	-1%	-24	-4%	0%	-5%	-1%
Cn1cccc1CNC(=O)Nc1ccc(Cl)cc1	1%	9%	0%	?	-2%	-3%	-11	?	1%	-12%	-2%
COC(=O)c1cc(NC(=O)Cc2cccs2)cc(C(=O)OC)c1	7%	0%	-40%	-1%	0%	4%	2	?	8%	?	-2%
Cc1ccc(N2C(=O)NC(NC(=O)C(C)(C)C)(C(F)(F)F)C2=O)cc1C (stereo not given)	-6%[46.1 µM]	5%	8%	-2%	9%	0%	2	3%	-1%	0%	2%
COc1ccc(C2CC(=O)Oc3cc4c(cc32)OCO4)cc1 (stereo not given)	-6%[46.1 µM]	4%	28%	-1%	5%	nt	-3	8%	4%	-6%	0%
Cc1ccc(N(Cc2ccco2)C(=O)c2cccc(S(=O)(=O)N(C)C)c2)cc1	1%	9%	-18%	-2%	-3%	5%	6	0%	-1%	0%	-9%
COc1ccccc1C(C)NS(=O)(=O)c1cccs1 (stereo not given)	nt	-16%	nt	12%	-10%	-1%	-14	-4%	nt	-2%	nt
Cc1cccn2c(=O)c3cc(C(=O)N4CC(C)CC(C)C4)sc3nc12 (stereo not given)	-3%	5%	18%	-21%	4%	1%	5	3%	394%[activator]	3%	-10%
CC(=O)NC1C(Oc2cccc(C)c2)OC2COC(c3ccco3)OC2C1O (stereo not given)	3%[46.1 µM]	-2%	-9%	0%	-6%	-10%	2	11%	0%	-1%	0%
CCOC(=O)N1CCN(C(=S)NC(C)(C)C)CC1	1%[46.1 µM]	-8%	11%	-5%	-3%	-6%	-10	-2%	1%	-2%	-4%
O=C(O)c1ccccc1C(=O)NC1CCN(c2nccc(C(F)(F)F)n2)CC1	-1%	14%	-28%	0%	7%	7%	9	5%	-4%[11.5 µM]	2%	-6%
CN(C)C(=O)C1Cc2ccccc2CN1S(=O)(=O)c1ccc(F)cc1 (stereo not given)	-4%	-6%	-1%	-2%	-4%	-1%	2	3%	5%	0%	-4%

Not a hit list; about 3.2% have a hit in one of these screens.
